bovine MsrA act: activators of bovine methionine sulfoxide reductase A; AID 602163; actives 0.3% (n = 360,000); activation, % at 10.6 µM; purified bovine MsrA, absorbance read-out; in the data active = activation above about 7.5%;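 also: 0% = vehicle and 100% = reference activator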
FAS TE block: blocks the thioesterase domain of human fatty acid synthase; P49327; recombinant FAS-TE, OMFH fluorogenic substrate, fluorescence endpoint; inhibition, % at 15 µM; actives 0.67% (n = 360,000); AID 602261;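 active = compounds whose normalised, plate-corrected inhibition of enzyme fluorescence in the single-dose primary screen is 50% or more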;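 also: 0% = DMSO with enzyme and 100% = substrate without enzyme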
SKN-1 inh: blocks SKN-1 activity in C. elegans | actives 0.49% (n = 360,000) | C. elegans VP596 Pgst-4::GFP/RFP ratio, acrylamide-induced, 24 h | inhibition, % at 21.8 µM;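 active = interference check ratio from 0.5 to 1.5 plus GFP to RFP signal ratio inhibition reaching or exceeding a fixed threshold, cut at about 30% in these data, passing the limit was not always enough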; also: some compounds called inactive have numbers as strong as hits
NRP1-CendR mod: modulators of CendR peptide binding to human neuropilin-1. FAM-RPARPAR peptide binding to NRP-1, fluorescence polarization. inhibition, % at 25 µM. actives 0.85% (n = 360,000). AID 602438. O14786;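 active = inhibition or corrected inhibition above about 18%, plus a signal ratio from 0.5 to 1.5, limit read from the data, passing the limit was not always enough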; also: strong numbers were not always called active
Rin1-Abl PPI inh: human Rin1-Abl interaction inhibition; TR-FRET Rin1/Abl binding, biochemical; inhibition, % at 7.35 µM; actives 0.4% (n = 360,000); AID 588664; P00519+Q13671; in the data active = inhibition above about 5%, passing the limit was not always enough
Neddyl block: inhibitors of human cullin neddylation; calls only at 25 µM; actives 0.58% (n = 360,000); AID 651699; TR-FRET cullin neddylation, biochemical; in the data active = inhibition above about 36%
eLon inh: inhibitors of E. coli Lon protease. inhibition, % at 7.94 µM. purified E. coli Lon protease, fluorescence polarization. P0A9M0. actives 0.42% (n = 360,000); in the data active = inhibition above about 13%, passing the limit was not always enough;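 also: 0% = enzyme with probe and DMSO and 100% = no enzyme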
Target sequence (P0A9M0 whole entry, looked up): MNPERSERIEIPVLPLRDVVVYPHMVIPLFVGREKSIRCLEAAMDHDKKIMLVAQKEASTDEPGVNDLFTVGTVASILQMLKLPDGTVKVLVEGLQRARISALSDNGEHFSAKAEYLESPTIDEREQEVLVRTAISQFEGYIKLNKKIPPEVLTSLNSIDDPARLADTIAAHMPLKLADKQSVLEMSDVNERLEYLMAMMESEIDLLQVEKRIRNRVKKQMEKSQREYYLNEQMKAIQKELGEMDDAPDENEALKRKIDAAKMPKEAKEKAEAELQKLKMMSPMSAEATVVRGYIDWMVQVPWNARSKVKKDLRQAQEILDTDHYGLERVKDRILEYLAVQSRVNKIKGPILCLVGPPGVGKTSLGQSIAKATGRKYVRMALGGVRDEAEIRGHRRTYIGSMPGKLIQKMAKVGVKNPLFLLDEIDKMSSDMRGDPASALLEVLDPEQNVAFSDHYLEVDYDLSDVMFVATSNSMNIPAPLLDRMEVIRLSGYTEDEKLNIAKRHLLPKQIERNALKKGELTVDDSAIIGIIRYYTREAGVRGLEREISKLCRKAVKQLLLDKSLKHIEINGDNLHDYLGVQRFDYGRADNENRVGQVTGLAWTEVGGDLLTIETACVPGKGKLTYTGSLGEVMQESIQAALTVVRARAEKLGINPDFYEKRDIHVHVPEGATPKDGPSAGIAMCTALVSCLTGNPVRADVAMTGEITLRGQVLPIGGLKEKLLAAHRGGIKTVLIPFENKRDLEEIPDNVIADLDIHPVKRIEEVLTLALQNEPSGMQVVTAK
MT1-MMP act inh: blocks activation of human MT1-MMP; HT1080 RFP-PRO-GFP cells, GFP/RFP ratio fluorescence, overnight; percent of plate control window, DMSO zero; actives 0.061% (n = 360,000); GFP/RFP ratio change, % at 20 µM; P50281;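 active = GFP/RFP ratio change of at least 30% with cell ATP level not reduced by more than half and red fluorescence within 50% of control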; also: strong numbers were not always called active
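Material – HT1080 RFP-PRO-GFP cells · Control set – DMSO wells and RFP-L50D-GFP cells · Incubation – overnight cell settling, then overnight compound exposure, 37 °C, 5% CO2 · Compound dosing – single-point 20 µM compound, 1% DMSO · Read-out – GFP/RFP fluorescence ratio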
MsrA inh: inhibits bovine methionine sulfoxide reductase A. purified bovine MsrA, absorbance read-out. inhibition, % at 15.5 µM. actives 0.75% (n = 360,000); in the data active = inhibition above about 4.5%;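 also: 0% = vehicle wells with enzyme and 100% = reference inhibitor wells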
An asterisk follows results filed as active; i = inactive; · = not tested or not shown; + = active, no number.

SMILES	bovine MsrA act	FAS TE block	SKN-1 inh	NRP1-CendR mod	Rin1-Abl PPI inh	Neddyl block	eLon inh	MT1-MMP act inh	MsrA inh
Cc1ccc(S(=O)(=O)N(C)C2(C)CCS(=O)(=O)C2)cc1 (configuration not stated)	-1	-9	-21	-8	-1	i	3	5	-0.3
CC(C)OC(=O)Cn1nc(C(c2ccccc2)c2ccccc2)oc1=O	1	16	20	-5	-4	i	-1	-3	0.4
COc1ccc(S(=O)(=O)N2CCCCCC2)cc1C(=O)N(C)Cc1ccccc1F	-3	6	18	9	1	i	-4	-5	0.3
CN(C)C1=NCCN1CCc1cccc(F)c1	-3	-11	0	-13	3	i	-12	4	-0.5
CC(C)Cc1oc(C(=O)O)cc1CN1CCOCC1	0	-4	4	8	2	i	-5	-1	1.2
CCOC(=O)Cn1c(=O)n(Cc2ccc(C)cc2)c(=O)c2cccnc21	-2	7	-3	2	3	i	-2	4	0.3
COc1ccc(CCN2C(=O)CC(NNc3ccc([N+](=O)[O-])cc3)C2=O)cc1OC (configuration not stated)	-4	7	2	3	-2	i	-8	-4	0.2
CCc1cccc(NC(=O)COC(=O)c2cc(=O)c3ccccc3o2)c1	-6	-5	-3	-10	1	i	6	2	-0.9
CCN(CC)CCN(C(=O)c1ccc2c(c1)CCCC2)c1nc2ccc(OC)cc2s1	-13	25	-12	0	-3	i	16	-5	0.8
Cc1cc(N)ccc1N1CCCC1	2	-21	32	9	-5	i	3	20	·
NS(=O)(=O)c1ccc(S(=O)(=O)N(Cc2ccccc2F)CC2CCCO2)cc1 (configuration not stated)	-2	-2	-3	9	4	i	-6	0	-1.6
CCOC(=O)SC1=N/C(=C\c2ccc(N(C)C)cc2)C(=O)S1	1	-7	41*	-2	-3	i	-84	-44	1.3
CC(C(=O)N1CCCC1)N(C)CC(=O)Nc1cccc(F)c1 (configuration not stated)	0	-7	-12	3	4	i	6	2	-0.9
C=CCC1(CC=C)CCCN1C(=O)C1CCC(=O)N(Cc2ccc(Cl)cc2)C1 (configuration not stated)	-1	10	9	-19	-2	i	6	4	-0.3
Nc1cccc(-c2cn3cccnc3n2)c1	-2	-2	-2	-3	-1	i	-8	0	1.8
Cc1cc(NC(=O)CC2CCCC2)n(-c2nc3ccccc3[nH]2)n1	-5	20	12	2	-1	i	-1	-8	-0.7
N#CCCN(C(=O)COC(=O)c1ccc2c(=O)n3c(nc2c1)CCC3)c1ccc(F)cc1	-3	7	0	-10	1	i	2	-2	-0.7
Clc1nnc(N/N=C/c2ccccc2)c2ccccc12	-5	13	28	0	0	i	-2	0	-1.2
NC(=O)N/N=C/c1sc(N2CCCCC2)nc1-c1cccs1	-3	0	3	-69	-4	i	-32	-5	3.3
CCOC(=O)c1c(N)sc(C(=O)Nc2ccc3c(c2)OCO3)c1C	-4	7	22	12	-4	i	0	-1	3.1

Exported with values under each structure: 17 of the compounds above
Order of results: bovine MsrA act	FAS TE block	SKN-1 inh	NRP1-CendR mod	Rin1-Abl PPI inh	Neddyl block	eLon inh	MT1-MMP act inh	MsrA inh
Cc1ccc(S(=O)(=O)N(C)C2(C)CCS(=O)(=O)C2)cc1 (configuration not stated)
→ -1	-9	-21	-8	-1	i	3	5	-0.3
CC(C)OC(=O)Cn1nc(C(c2ccccc2)c2ccccc2)oc1=O
→ 1	16	20	-5	-4	i	-1	-3	0.4
COc1ccc(S(=O)(=O)N2CCCCCC2)cc1C(=O)N(C)Cc1ccccc1F
→ -3	6	18	9	1	i	-4	-5	0.3
CN(C)C1=NCCN1CCc1cccc(F)c1
→ -3	-11	0	-13	3	i	-12	4	-0.5
CC(C)Cc1oc(C(=O)O)cc1CN1CCOCC1
→ 0	-4	4	8	2	i	-5	-1	1.2
CCOC(=O)Cn1c(=O)n(Cc2ccc(C)cc2)c(=O)c2cccnc21
→ -2	7	-3	2	3	i	-2	4	0.3
COc1ccc(CCN2C(=O)CC(NNc3ccc([N+](=O)[O-])cc3)C2=O)cc1OC (configuration not stated)
→ -4	7	2	3	-2	i	-8	-4	0.2
CCc1cccc(NC(=O)COC(=O)c2cc(=O)c3ccccc3o2)c1
→ -6	-5	-3	-10	1	i	6	2	-0.9
CCN(CC)CCN(C(=O)c1ccc2c(c1)CCCC2)c1nc2ccc(OC)cc2s1
→ -13	25	-12	0	-3	i	16	-5	0.8
Cc1cc(N)ccc1N1CCCC1
→ 2	-21	32	9	-5	i	3	20	·
NS(=O)(=O)c1ccc(S(=O)(=O)N(Cc2ccccc2F)CC2CCCO2)cc1 (configuration not stated)
→ -2	-2	-3	9	4	i	-6	0	-1.6
CCOC(=O)SC1=N/C(=C\c2ccc(N(C)C)cc2)C(=O)S1
→ 1	-7	41*	-2	-3	i	-84	-44	1.3
CC(C(=O)N1CCCC1)N(C)CC(=O)Nc1cccc(F)c1 (configuration not stated)
→ 0	-7	-12	3	4	i	6	2	-0.9
C=CCC1(CC=C)CCCN1C(=O)C1CCC(=O)N(Cc2ccc(Cl)cc2)C1 (configuration not stated)
→ -1	10	9	-19	-2	i	6	4	-0.3
Nc1cccc(-c2cn3cccnc3n2)c1
→ -2	-2	-2	-3	-1	i	-8	0	1.8
Cc1cc(NC(=O)CC2CCCC2)n(-c2nc3ccccc3[nH]2)n1
→ -5	20	12	2	-1	i	-1	-8	-0.7
N#CCCN(C(=O)COC(=O)c1ccc2c(=O)n3c(nc2c1)CCC3)c1ccc(F)cc1
→ -3	7	0	-10	1	i	2	-2	-0.7

(more compounds)
SMILES	bovine MsrA act	FAS TE block	SKN-1 inh	NRP1-CendR mod	Rin1-Abl PPI inh	Neddyl block	eLon inh	MT1-MMP act inh	MsrA inh
CC(=O)N1CCC2(CC1)C/C(=N\NC(=S)Nc1ccccc1C)c1cc(O)ccc1O2	-1	4	1	-7	-1	·	1	-5	2.9
CCc1cccc(CC)c1NC(=O)C(CC)Sc1nc2ccsc2c(=O)n1CCC(=O)O (configuration not stated)	-2	-3	19	17	1	i	-1	5	0.1
C[C@@H]1[C@H](O)C[C@@]23COC(=O)C2=CCC[C@@H]3[C@@]1(C)CC/C(=C/CO)CO	-1	-6	2	12	9	i	3	1	-0.2
CCOc1ccccc1C(=O)Nc1ccc(S(=O)(=O)N2CCN(C)CC2)cc1	-2	0	13	0	3	i	2	2	0.3
COc1ccccc1N1CCN(CCCCN2C(=O)c3ccccc3C2=O)CC1	-1	-3	-2	-1	1	i	1	0	-1.0
O=C(NC12CC3CC(CC(C3)C1)C2)N(Cc1ccccc1)Cc1ccncc1	0	13	1	15	2	i	7	-22	1.2
COc1ccc2[nH]cc(CCNC(C)=O)c2c1	-1	2	5	-6	-3	i	0	0	-1.1
Cc1c(-c2ccccc2)nc2ccccc2c1C(=O)O	0	-3	5	0	-5	i	5	-2	·
CC(C)c1ccc(N=C2NN=C(c3cccs3)CS2)cc1	-9	-24	10	-5	-4	i	2	-4	0.6
CC1NC(=O)NC1CCCCCC(=O)Nc1ccc(F)c(Cl)c1 (configuration not stated)	-2	0	-5	-7	86*	i	-9	4	-0.3
Fc1ccc2c(c1)C(c1ccc(N3CCOCC3)cc1)=NNC(c1cccs1)=N2	-4	16	9	4	-1	+	-25	0	·
COc1ccccc1N(CC(=O)Nc1c(C)n(C)n(-c2ccccc2)c1=O)S(=O)(=O)c1ccccc1	-10	-3	7	-3	0	i	-5	-3	-0.2
Cc1cc(C)cc(CC2CC(=O)N(c3cc(C)on3)C2=O)c1 (configuration not stated)	-1	-4	-13	1	0	i	-6	4	0.0
CCNC(=S)N1CCN(CCN=CC2=C(O)CC(c3ccco3)CC2=O)CC1 (configuration not stated)	-7	-5	15	-1	1	i	-8	2	0.3
C/C(=N\Nc1nc(N2CCCCC2)nc(N2CCOCC2)n1)c1cccs1	2	5	5	-4	-1	i	0	2	1.0
Nc1nc(N)c2cc([N+](=O)[O-])ccc2n1	-3	5	32	5	-1	i	-17	6	1.8
CCOC(=O)c1ccc(NC(=O)c2ccc(NS(C)(=O)=O)cc2)cc1	-9	-8	-4	-21	2	i	2	9	1.7
CCCC(CCC)c1nc2ccncc2[nH]1	-2	-5	-11	-6	4	i	-8	5	-0.9
CCCCN1C(=O)C(CC(=O)NCCc2ccccn2)CC(C(=O)N(CC)CC)=C1C (configuration not stated)	-6	-11	0	3	-3	i	-12	2	3.2
O=C1NC(NS(=O)(=O)c2ccc(Cl)cc2)(C(F)(F)F)C(=O)N1c1ccccc1 (configuration not stated)	-2	-11	8	-2	-3	i	4	1	0.2
CC1(C)Cc2c(cnn2-c2ccc(F)cc2)C(NC(=O)CCN2CCCC2=O)C1 (configuration not stated)	-4	-3	3	0	-2	i	5	4	1.6
Cc1cc(NC(=O)Cc2cccs2)no1	-7	-3	-6	-22	0	i	-9	-10	1.2
CC(=O)Nc1ccc(NC(=O)c2c([N+](=O)[O-])c(C(C)(C)C)nn2C)cc1	-1	1	5	7	2	i	-2	0	-1.6
O=C(COc1ccccc1)NC(NC(=S)Nc1ccccc1O)C(Cl)(Cl)Cl (configuration not stated)	3	3	31	7	1	i	-2	4	0.0
COCCNC(=O)Cn1cnc2c(cnn2-c2ccc(C)cc2)c1=O	-1	-6	-1	16	1	i	-9	3	0.6
COc1cc(OC)c(OC)cc1CN1CCN(Cc2cccn2C)CC1	-4	-10	3	20	1	i	-6	0	-0.6
O=C(COC(=O)CCc1c[nH]c(=O)[nH]1)Nc1ccccc1	0	-6	6	10	3	i	24*	-5	0.2
O=C(O)c1ccc(S(=O)(=O)c2ccc(Sc3ccc(C(=O)O)c(C(=O)O)c3)cc2)cc1	-4	-8	0	-56	3	i	-8	-1	0.8

Pulled one by one from above (3):
SMILES	bovine MsrA act	FAS TE block	SKN-1 inh	NRP1-CendR mod	Rin1-Abl PPI inh	Neddyl block	eLon inh	MT1-MMP act inh	MsrA inh
COCCNC(=O)Cn1cnc2c(cnn2-c2ccc(C)cc2)c1=O	-1	-6	-1	16	1	i	-9	3	0.6
COc1cc(OC)c(OC)cc1CN1CCN(Cc2cccn2C)CC1	-4	-10	3	20	1	i	-6	0	-0.6
O=C(COc1ccccc1)NC(NC(=S)Nc1ccccc1O)C(Cl)(Cl)Cl (configuration not stated)	3	3	31	7	1	i	-2	4	0.0
